Pol kappa inh: DNA polymerase kappa (human) inhibition. Potency, µM (series often up to 107 µM), for the others: at the top dose activity, negative = inhibition, actives largely listed as inhibitors. actives 0.53% (n = 400,000). AID 588579. purified Pol kappa, fluorescent DNA synthesis assay, 10 min. Q9UBT6; also: potency is read from the fitted curve at half-maximal effect; % is scaled to controls: 0 for no effect and ±100 for the full control effect
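Inhibition of 10 nM Pol kappa is measured by a fluorescent read-out at 0 and 10 min following addition of 50 nM substrate (final), with a 15-min room-temperature compound preincubation.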
POLI inh: blocks human DNA polymerase iota activity | Potency, µM (doses to about 115 µM), inactives show at the highest dose activity, negative = inhibition, hits mostly inhibitors | AID 588590 | Q9UNA4 | actives 1% (n = 390,000) | Pol iota fluorescent replication assay, 10 min; also: potency is read from the fitted curve at half-maximal effect
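Pol iota at 10 nM preincubated 15 min with compounds at room temperature; reaction started with fluorescent substrate, 50 nM final. Fluorescence read kinetically at 0 and 10 min; buffer-only wells as negative control.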
ALOX12 inh: ALOX12 (human) lipoxygenase inhibition; purified 12hLO, xylenol orange hydroperoxide absorbance; Potency, µM (series often up to 108 µM), without a hit: at the highest dose activity change, negative = inhibition, most hits filed as inhibitors; P18054; actives 1.1% (n = 580,000); also: potency is read from the fitted curve at half-maximal effect; % is scaled to controls: 0 for no effect and ±100 for the full control effect
Target sequence (P18054 whole entry, looked up): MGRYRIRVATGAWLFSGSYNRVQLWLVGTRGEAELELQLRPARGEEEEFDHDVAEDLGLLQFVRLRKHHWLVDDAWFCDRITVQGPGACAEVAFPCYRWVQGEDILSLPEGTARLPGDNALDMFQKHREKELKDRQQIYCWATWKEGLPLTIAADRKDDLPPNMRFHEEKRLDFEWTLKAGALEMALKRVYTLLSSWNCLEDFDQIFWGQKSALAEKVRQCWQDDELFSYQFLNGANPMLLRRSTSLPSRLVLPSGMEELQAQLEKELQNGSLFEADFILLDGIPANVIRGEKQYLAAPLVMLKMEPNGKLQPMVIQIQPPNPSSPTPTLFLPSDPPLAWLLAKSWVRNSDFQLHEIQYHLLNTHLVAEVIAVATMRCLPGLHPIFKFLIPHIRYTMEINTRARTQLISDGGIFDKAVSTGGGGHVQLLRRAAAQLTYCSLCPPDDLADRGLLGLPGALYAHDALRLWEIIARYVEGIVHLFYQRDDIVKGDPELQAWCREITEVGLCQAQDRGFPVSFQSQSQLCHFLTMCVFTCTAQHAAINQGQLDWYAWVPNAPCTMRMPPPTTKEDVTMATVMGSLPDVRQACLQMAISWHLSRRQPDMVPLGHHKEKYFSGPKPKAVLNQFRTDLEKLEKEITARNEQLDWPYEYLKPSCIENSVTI
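Purified human 12hLO at 150 nM in 25 mM Hepes, 0.01% Triton X-100, pH 7.0, preincubated 15 min at room temperature with compound. Reaction started with 40 uM arachidonic acid, 30 min at room temperature. Hydroperoxide measured by Fe-xylenol orange, 573/405 nm absorbance ratio.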
APE1 inh: APE1 (human) endonuclease inhibition; P27695; recombinant APE1, TAMRA/BHQ-2 abasic DNA cleavage fluorescence; Potency, µM (series often up to 65.8 µM), for inactives: at the highest dose activity change, negative = inhibition, hits mostly inhibitors; actives 0.35% (n = 350,000); AID 2517;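 also: potency is read from the fitted curve at half-maximal effect; plate controls were vehicle for no effect and reference inhibitor for full effect; nearly all actives have a fitted effect of over 55% in size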
Target sequence (P27695 whole entry, looked up): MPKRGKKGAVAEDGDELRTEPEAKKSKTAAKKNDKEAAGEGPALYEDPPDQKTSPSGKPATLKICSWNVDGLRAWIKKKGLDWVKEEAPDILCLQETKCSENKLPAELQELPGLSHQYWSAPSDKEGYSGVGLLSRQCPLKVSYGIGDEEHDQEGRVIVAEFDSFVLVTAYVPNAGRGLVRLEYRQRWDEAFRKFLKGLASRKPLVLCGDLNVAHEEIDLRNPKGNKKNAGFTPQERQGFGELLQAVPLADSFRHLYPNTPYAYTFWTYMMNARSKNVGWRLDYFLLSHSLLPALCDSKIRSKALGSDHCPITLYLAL
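Step 1: APE1 (0.75 nM) with compound, 15 min RT. Step 2: add 50 nM fluorophore/quencher THF duplex. Step 3: three fluorescence reads 60 s apart (525/598 nm); read 3 minus read 1 = reaction progress.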
TRHR agonist: activates the human TRH receptor. P34981. TRHR cells, calcium flux fluo-8, FDSS agonist mode. activation, % at 2 µM. actives 0.18% (n = 360,000); in the data active = activation above about 30%; also: 0% is about no effect
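TRHR-expressing cells, plated overnight in medium with 10% serum, were loaded with fluo-8 calcium dye at room temperature. After a 10 s baseline, library compound was pin-added and calcium release was recorded kinetically (ex 480/em 530) as agonist response.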
Apoferritin bind: binds horse apoferritin like a general anesthetic. apoferritin/1-aminoanthracene competitive binding, fluorescence. Potency, µM (top dose mostly 77.5 µM), without a hit: at the highest dose activity change, negative = displacement, hits mostly inhibitors. actives 0.074% (n = 350,000). AID 485281; also: potency is read from the fitted curve at half-maximal effect; % is scaled to controls: 0 for no effect and ±100 for the full control effect; nearly all actives have a fitted effect of over 20% in size
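In PBS, apoferritin at 10 uM is loaded with 1-AMA from a 50% saturated solution. After 10 min of compound exposure at ambient temperature, reduced 535 nm fluorescence indicates probe displacement.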
ERG Ets-DNA blk: blocks human ERG Ets domain binding to DNA. AID 624246. fluorescence polarization, His-ERG Ets domain / labelled DNA. P11308. Potency, µM (doses to about 76.9 µM), for inactives: top-dose FP activity, negative = inhibition, usual class: inhibitors. actives 0.028% (n = 370,000); active = well fitted inhibition curve with a large enough effect in the polarisation, with a control signal flat; inconclusive = small, poorly fitted or top-dose-only effect, or effect the other way, or a change in a side signal; inactive = no such curve, though single readings can be large or run the other way; the % refers to the polarisation;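 also: polarization taken with two DNA probes labelled with fluorescein and Texas red; potency is read from the fitted curve at half-maximal effect; % of control where 0% means no effect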
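His-tagged ERG Ets domain (1 uM in the protein solution; 300mM KCl, 50mM Tris-HCl, 1mM EDTA, 1mM DTT, pH 7.5) received compound, then a probe mix of 5 nM fluorescein-DNA and 100nM Texas-615-DNA. Fluorescence polarization was read for both dyes.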
BLM inh: Bloom syndrome helicase (human) inhibition; actives 0.2% (n = 350,000); recombinant BLM DNA unwinding, fluorescence dequenching; AID 2528; Potency, µM (titrated, usually from 56.1 µM), for the others: at the highest dose activity change, negative = inhibition, usual class: inhibitors; P54132;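 also: potency is read from the fitted curve at half-maximal effect; plate controls were vehicle for no effect and no enzyme for full effect; nearly all actives have a fitted effect of over 35% in size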
Pol beta inh: inhibitors of human DNA polymerase beta; Pol beta primer extension/strand displacement, fluorescence kinetic; Potency, µM (top dose mostly 114 µM), inactives show at the top dose activity change, negative = inhibition, actives largely listed as inhibitors; actives 1.3% (n = 340,000); also: potency is read from the fitted curve at half-maximal effect; % is scaled to controls: 0 for no effect and ±100 for the full control effect
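Preincubation: enzyme (10 nM) with compound, 15 min, RT. Reaction: substrate added to 50 nM final. Reads: 0 and 10 min. Analysis: normalized, Hill fit.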
* hit, by the source's call; ? = inconclusive; · = not tested or not shown; & = joins results of further samples; [ ] = another dose, or the depositor's remark. Unless noted, calls follow the shape of the dose curve; as a rule, active = well fitted curve in the direction sought with a large enough effect; inconclusive = small, poorly fitted or top-dose-only effect, or another doubt; inactive = no such curve, though single readings can be large; an effect the other way counts as inactive or inconclusive. These rows are one share of the data (hit frequency here may not be typical).

Sample of the layout (2 entries):
SMILES | Pol kappa inh | POLI inh | ALOX12 inh | APE1 inh | TRHR agonist | Apoferritin bind | ERG Ets-DNA blk | BLM inh | Pol beta inh
COc1cccc(NC(=O)c2ccccc2NC(=O)c2ccncc2)c1 | -8% | -6% | -8% | 11% | · | · | -3% | · | ·
O=c1[nH]c(=O)n(C2C[C@H](O)[C@@H](CO)O2)cc1C(F)(F)F (stereo partly drawn) | -13% | -13% | -2% | 17% | 0.0 | · | -5% | -10% | ·

This part in full, previewed entries included:
SMILES | Pol kappa inh | POLI inh | ALOX12 inh | APE1 inh | TRHR agonist | Apoferritin bind | ERG Ets-DNA blk | BLM inh | Pol beta inh
COc1cccc(NC(=O)c2ccccc2NC(=O)c2ccncc2)c1 | -8% | -6% | -8% | 11% | · | · | -3% | · | ·
O=c1[nH]c(=O)n(C2C[C@H](O)[C@@H](CO)O2)cc1C(F)(F)F (stereo partly drawn) | -13% | -13% | -2% | 17% | 0.0 | · | -5% | -10% | ·
CC(NC(=O)COc1ccccc1)C(=O)OCC(=O)c1cc2ccccc2o1 (stereo not drawn) | 2% | -9% | ? | -3% | 0.2 | ? | 5% | -6% | 26%
CCOC(=O)N1CCN(c2c(N3CCN(c4ccc(F)cc4)CC3)c(=O)c2=O)CC1 | -12% | 54%[activator] | 8% | 1% | -1.0 | -2% | -1% | 4% | 9%
Cc1nc(N2CCN(C)CC2)c2c(C)c(C(=O)Nc3ccc(C)c(F)c3)sc2n1 | -6% | 0%[58.9 µM] | 25% | 4% | 2.3 | -17% | -12% | 9% | -4%
Cc1cc(C)n2nc(SCc3nnc(-c4ccccc4Br)o3)nc2n1 | -17% | 153%[activator] | 0% | -6% | 1.0 | -9% | -4% | 1% | ?
O=C(Nc1ccc2oc(-c3cccnc3)nc2c1)c1ccccc1F | -16% | 52%[activator] | ? | · | 0.4 | 1% | 1% | -12% | -1%
O=C(NCc1ccccc1)Nc1cccn(Cc2ccccc2F)c1=O | -9% | 10% | 3% | 2% | -0.8 | -15% | -3% | 0% | -27%
O=S1(=O)NC(=NCC(c2ccco2)N2CCCCC2)c2ccccc21 (stereo not drawn) | -4% | -17% | -3% | -3% | -0.1 | 6% | -2% | -4% | 23%
O=C(Nc1cc(Cl)ccc1O)c1snnc1-c1ccccc1 | -2% | -15% | ? | 6% | 3.5 | -22% | 7% | -9% | 1%
CCCCN1C(=O)C(=O)N(CC(=O)Nc2ccc(C(N)=O)cc2)C1=O | -5% | -5% | -11% | 8% | 0.1 | · | 0% | · | ·
Cc1nn(CC(=O)N2CCc3ccccc3C2)c(C)c1[N+](=O)[O-] | -12% | -14% | 0% | -7% | 0.3 | -9% | -5% | -6% | ?
COc1ccccc1C(=O)N(Cc1nc(-c2cccc(C)c2)no1)C(C)C | -4% | 15% | -1% | · | -0.3 | -20% | -8% | -6% | 11%
Cc1ccc2c(=O)cc(C(=O)Nc3c(C(=O)c4ccc(F)cc4)oc4ccccc34)oc2c1C | 10% | -11% | -12% | · | 0.4 | -7% | 0% | -4% | 17%
CCOC(=O)c1cc(NC(=O)c2ccccc2)c(=O)oc1-c1ccccc1 | -4% | 3% | -12% | -13% | 0.2 | -20% | 9% | -6% | 14%
CCOc1ccc(NC(=O)N(C2CCCCCC2)C2CCN(C(C)=O)CC2)cc1 | -10% | 2% | 0% | -1% | 0.9 | -10% | 2% | -4% | 17%
O=C(CC1(O)C(=O)Nc2ccccc21)c1ccccc1O (stereo not drawn) | -15% | 17% | 2% | -3% | 0.2 | -15% | -1% | -6% | 21%
O=C(NC(C(=O)c1ccccc1)N1CCOCC1)c1ccccc1 (stereo not drawn) | 4% | -7% | 38%[activator] | 3% | -0.1 | 0% | -3% | -1% | ?
O=C(c1ccc(NS(=O)(=O)c2ccccc2)cc1)N1CCCCCC1 | -6% | 35%[activator] | -16% | 0% | -0.9 | ? | -2% | 0% | 4%
COc1ccc(C(=O)NNC(=O)c2ccc3ccccc3c2)cc1 | -23% | -12% | 4% | · | · | · | -4% | · | ·
CC(Sc1ccccc1)C(=O)Nc1cccc(N(C)S(C)(=O)=O)c1 (stereo not drawn) | -4% | -4% | 11% | 3% | -0.6 | ? | · | -8% | 20%
Cc1ccc(NC(=O)C2CCN(S(=O)(=O)c3ccc4c(c3)CCCC(=O)N4)CC2)c(Br)c1 | 3% | 2%&7% | -11%&-8% | 44% | 0.2&-1.1 | -6%&-15% | 18%&-17% | -1%&-1% | -1%&6%
CCO[C@@H]1OC(C(=O)N2CCOCC2)=C[C@H](C)[C@H]1CCCO | 10% | 39%[activator] | 26% | 15% | 0.3 | -2% | -5% | -4% | 47%
Nc1nc(N)nc(-c2cc([N+](=O)[O-])ccc2O)n1 | -9% | -5% | 5% | 20% | -0.3 | · | -4% | · | ·
Cc1cc(=O)oc2cc(OC(C)C(=O)Nc3nccs3)ccc12 (stereo not drawn) | -4% | 19% | 0% | 11% | -1.1 | 2% | -5% | -4% | 15%
Going on with the list.
SMILES | Pol kappa inh | POLI inh | ALOX12 inh | APE1 inh | TRHR agonist | Apoferritin bind | ERG Ets-DNA blk | BLM inh | Pol beta inh
Cc1nc(Sc2nnnn2C)c2c3c(sc2n1)CCC3 | -6% | 12% | 6% | 3% | -0.2 | -8% | 2% | 1% | 0%
CC(C)Sc1nnc([C@H](Cc2ccccc2)NC(=O)OC(C)(C)C)o1 | -13% | 40%[activator] | ? | -4% | 0.0 | 3% | -4% | -4% | -24%
COc1ccc(S(=O)(=O)Nc2ncccc2C)c2ccccc12 | -12% | 20% | 3% | 44% | 0.5 | -14% | 2% | -7% | 3%
COCCn1c(C)cc(C(=O)COC(=O)c2[nH]c(C)c(C(C)=O)c2C)c1C | 3% | 5% | 17% | 27% | -1.1 | · | -7% | · | ·
O=C(Nc1ccccc1)C1=C[C@H](c2ccc(Br)cc2)C[C@H](OCc2ccc(CO)cc2)O1 | -9% | ? | 0% | -3% | 0.7 | 6% | 6% | -11% | 0%
O=C(Cn1cc(C(F)(F)F)cc(Cl)c1=O)Nc1cccc(Cl)c1 | 3% | 17% | 15% | 4% | 0.7 | -5% | 3% | -11% | 15%
Cc1oc(-c2ccccc2Cl)cc1-c1nn2c(-c3ccco3)nnc2s1 | · | · | · | 1% | -0.8 | -14% | · | -6% | ?
Cc1cccc(OCc2nnc(N)s2)c1 | 2% | 18% | 25% | -2% | -0.2 | -18% | -4% | -5% | 1%
Cc1cc(C)nc(NS(=O)(=O)c2ccc(NS(=O)(=O)c3ccsc3)cc2)n1 | -24% | -6% | 11% | 4% | 0.8 | 10% | 3% | -1% | 3%
CCOc1ccc(N2C(=O)CC(n3ccc(C)n3)C2=O)cc1 (stereo not drawn) | 6% | 7% | -54% | -8% | 0.2 | 3% | 4% | 5% | 6%
O=C(CN1C(=O)NC2(CCCCC2)C1=O)NCc1ccc2c(c1)OCO2 | -18% | -3% | -6%&77% | -4% | 1.1 | ? | 8% | -1% | -15%
O=C(CSc1n[nH]c(=O)[nH]c1=O)NC1CC1 | -6% | 12% | 0% | 0% | -0.9 | -2% | 1% | 1% | 28%
COc1cc(C(=O)N2CCN(C/C=C/c3ccccc3)CC2)cc(OC)c1C | -5% | 21% | -18%[57.4 µM] | -3% | -0.8 | -10% | · | -10% | -18%
Cc1c(NC(=O)C(C)(C)Oc2ccc(Cl)cc2)cccc1-c1nc2ccccc2o1 | -5% | -4% | 3% | · | 2.4 | 37%[activator] | 6% | -6% | 36%[activator]
CCOC(=O)C1=NN(C(=O)COc2ccccc2)C(O)(c2ccc(Br)cc2)C1 (stereo not drawn) | -2% | 32%[activator] | ? | 16% | 0.5 | -16% | 6% | -5% | 7%
Cc1ccc(N2C(=O)CC3(CCCC3)CC2=O)cc1 | -2% | 22% | ? | 24% | 0.6 | ? | 6% | 0% | 43%
CN(C(=O)COC(=O)CSc1ccc(C(N)=O)cc1[N+](=O)[O-])C1CCCCC1 | -23% | 4% | ? | -14% | -0.1 | · | -3% | · | ·
c1ccc(Oc2cnc3ccccc3n2)cc1 | 1% | 34%[activator] | -10% | -6% | -0.2 | ? | 2% | 0% | -2%
O=C(Nc1nc2c(ccc3ccccc32)s1)c1cc([N+](=O)[O-])ccc1N1CCOCC1 | · | · | · | -3% | -2.6 | -3% | · | -15% | 8%

A second format for 5 compounds above:
| structure | Pol kappa inh | POLI inh | ALOX12 inh | APE1 inh | TRHR agonist | Apoferritin bind | ERG Ets-DNA blk | BLM inh | Pol beta inh |
| --- | --- | --- | --- | --- | --- | --- | --- | --- | --- |
| COc1ccc(S(=O)(=O)Nc2ncccc2C)c2ccccc12 | -12% | 20% | 3% | 44% | 0.5 | -14% | 2% | -7% | 3% |
| CCOC(=O)C1=NN(C(=O)COc2ccccc2)C(O)(c2ccc(Br)cc2)C1 (stereo not drawn) | -2% | 32%[activator] | ? | 16% | 0.5 | -16% | 6% | -5% | 7% |
| Cc1cc(C)nc(NS(=O)(=O)c2ccc(NS(=O)(=O)c3ccsc3)cc2)n1 | -24% | -6% | 11% | 4% | 0.8 | 10% | 3% | -1% | 3% |
| O=C(Cn1cc(C(F)(F)F)cc(Cl)c1=O)Nc1cccc(Cl)c1 | 3% | 17% | 15% | 4% | 0.7 | -5% | 3% | -11% | 15% |
| O=C(Nc1nc2c(ccc3ccccc32)s1)c1cc([N+](=O)[O-])ccc1N1CCOCC1 | · | · | · | -3% | -2.6 | -3% | · | -15% | 8% |
